From PubChem BioAssay
TCR activator: activators of T cell receptors. AID 504894. 330,000 tested, under 10 active. primary human leukocytes, anti-CD3, IL-2 HTRF, 48 h. Potency, µM (top dose mostly 9.22 µM), for inactives: at the top dose activation of IL-2 secretion, actives largely listed as activators; also: % of control where 0% means no effect
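Compounds are tested in HTS on primary human leukocytes co-incubated with a-CD3 beads for 48 hr. IL-2 output is measured by time-resolved FRET.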
Tb PFK inh: T. brucei PFK enzyme inhibition; O15648; T. brucei PFK, ADP-Glo luminescence; Potency, µM (series often up to 57.5 µM), for the others: at the highest dose activity, negative = inhibition, most hits filed as inhibitors; 0.17% of 330,000 active; AID 485367;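 also: potency is read from the fitted curve at half-maximal effect; 0% = uninhibited 1x PFK enzyme wells and -100% = no-enzyme wells; nearly all actives have a fitted effect of over 60% in size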
Target sequence (O15648 whole entry, looked up): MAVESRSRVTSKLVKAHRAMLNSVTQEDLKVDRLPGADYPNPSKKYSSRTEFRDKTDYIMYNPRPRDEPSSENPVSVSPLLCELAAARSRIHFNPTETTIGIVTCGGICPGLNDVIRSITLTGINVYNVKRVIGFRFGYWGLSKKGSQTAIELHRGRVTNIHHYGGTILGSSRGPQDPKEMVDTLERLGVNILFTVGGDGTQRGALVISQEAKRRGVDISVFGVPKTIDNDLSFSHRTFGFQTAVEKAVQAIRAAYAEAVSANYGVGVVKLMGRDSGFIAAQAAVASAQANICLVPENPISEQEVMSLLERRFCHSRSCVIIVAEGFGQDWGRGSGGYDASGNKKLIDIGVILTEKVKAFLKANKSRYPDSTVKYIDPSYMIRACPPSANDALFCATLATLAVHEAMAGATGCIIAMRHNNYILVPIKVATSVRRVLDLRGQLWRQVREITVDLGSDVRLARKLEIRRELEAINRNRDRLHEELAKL
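Luminescent ADP detection (ADP-Glo, two-step: ATP depletion then ADP-to-ATP conversion for luciferase) reported PFK activity after 45 min room-temperature reaction of 1.25 nM enzyme with 0.5 mM F6P and 0.1 mM ATP at pH 8.0.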
TSHR antagonist: antagonists of human thyroid stimulating hormone receptor. TSHR-expressing cells, TSH-stimulated cAMP HTRF, 2 h; stronger effect = lower value. activity change, negative = inhibition, % at 11.5 µM. 0.2% of 330,000 active. AID 504810;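 active = activity change below a set negative limit, meaning inhibition stronger than a set level, cut at about -70% in these data; inconclusive = activity change between two set negative limits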; also: % is scaled to controls: 0 for no effect and ±100 for the full control effect
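TSHR-expressing cells, 200/well, pre-treated with compound, then stimulated with EC80 TSH (4nM final) for 2 hours at 37 deg C. cAMP measured by competitive HTRF: anti-cAMP cryptate antibody in lysis buffer plus cAMP-d2, read after 30 minutes at room temperature.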
ELG1 repair inh: blocks ELG1-dependent DNA repair in HEK293T cells. Potency, µM (series often up to 46.1 µM), inactives show top-dose activity change, negative = inhibition, actives largely listed as inhibitors. 2.3% of 330,000 active. AID 504467. HEK293T ELG1-luciferase reporter, luminescence, 16 h; DNA damage induced by 5-fluorouridine; also: potency is read from the fitted curve at half-maximal effect; % is scaled to controls: 0 for no effect and ±100 for the full control effect; nearly all actives have a fitted effect of over 55% in size
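Step one: seed 2,000 cells per well. Step two: pin-transfer compound or DMSO alongside 5-fluorouridine. Step three: incubate 16 hr, 37 °C, 5% CO2. Step four: add ONE-Glo, wait 30 min, read luminescence.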
Chronic BCR inh: inhibitors of chronic active B-cell receptor signaling | ABC-DLBCL IkBa-CBG/CBR reporter, luminescence ratio, 4 h | Potency, µM (series often up to 46.1 µM), without a hit: at the top dose ratio change, negative = lower green/red ratio, most hits filed as inhibitors | 0.05% of 340,000 active | AID 493014; active = well fitted inhibition curve with a large enough effect in the signal ratio, with a control signal flat, not every such curve was filed as active; inconclusive = small, poorly fitted or top-dose-only effect, or effect the other way, or a change in a side signal; the % refers to the signal ratio;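 also: potency is read from the fitted curve at half-maximal effect; plate controls were basal doxycycline-induced cells for no effect and cells given 10 µM MG132 for full effect; MG132 reads +100%, hits lower the ratio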
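Cell line TMD8 (human ABC DLBCL), stably expressing tet-inducible CBG68-IkBa fusion and CBR; IMDM/0.5% FBS; cpd up to 46 uM; dox induction, 4 h, 37C/5% CO2; dual luminescence; green/red ratio; MG132 control.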
USP2a block: blocks human ubiquitin-specific protease USP2a; O75604; USP2 core, Ub-CHOP2 coupled fluorogenic reporter, 485/531; Potency, µM (doses to about 38.3 µM), without a hit: at the highest dose activity change, negative = inhibition, usual class: inhibitors; 0.01% of 330,000 active; AID 463254;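 also: potency is read from the fitted curve at half-maximal effect; plate controls were DMSO wells for no effect and full inhibition by NEM control for full effect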
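Deubiquitinase activity read as fluorescence (485/531 nm) after Ub-CHOP2 cleavage activates the enterokinase reporter on its substrate; USP2 core 10nM, Ub-CHOP2 and substrate 25nM each, 30min compound preincubation then 60min RT; data normalized to NEM, curves fitted.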
Mito fusion act: inhibitors of mitochondrial division or activators of mitochondrial fusion | 0.23% of 320,000 active | Potency, µM (titrated, usually from 46.1 µM), for inactives: at the top dose growth rescue (activation), actives largely listed as activators | AID 485298 | S. cerevisiae fusion-defective mutant growth rescue, CellTiterGlo 48 h;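 also: potency is read from the fitted curve at half-maximal effect; % of control where 0% means no effect; nearly all actives have a fitted effect of over 45% in size; temperature-sensitive fusion mutants such as fzo1-1 at 37 °C on non-fermentable ethanol glycerol medium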
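Growth-rescue viability read-out: after 48 h at the non-permissive 37C in glycerol/ethanol YPEG, yeast mitochondrial fusion mutants are measured by CellTiterGlo luminescence; compounds (23 nl pinned per well) restoring growth score as division inhibitors or fusion activators.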
Eya2 inh: Eya2 (human) phosphatase inhibition | recombinant Eya2, OMFP fluorescence dephosphorylation (OMFP is methylfluorescein phosphate) | O00167 | Potency, µM (series often up to 76.9 µM), for inactives: top-dose activity, negative = inhibition, actives largely listed as inhibitors | AID 488837 | 0.006% of 330,000 active; also: potency is read from the fitted curve at half-maximal effect; % is scaled to controls: 0 for no effect and ±100 for the full control effect
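Eya2 (0.2 uM) preincubated 10 min at ambient with compound, then OMFP substrate added at 50 uM; 10 min reaction in 50 mM HEPES pH 7.5, 50 mM NaCl, 5 uM MgCl2, 0.05% BSA, 1 mM DTT. Fluorescence read at Ex 485/Em 525 nm.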
uPA surface inh: cell surface uPA generation inhibition. cell surface uPA generation assay, qHTS. Potency, µM (series often up to 38.3 µM), without a hit: top-dose activity change, negative = inhibition, hits mostly inhibitors. 0.31% of 330,000 active; active = well fitted inhibition curve with a large enough effect; inconclusive = small, poorly fitted or top-dose-only effect; inactive = no such curve, though single readings can be large or run the other way; tested in mouse RAW 264.7 cells; also: potency is read from the fitted curve at half-maximal effect; % is scaled to controls: 0 for no effect and ±100 for the full control effect; nearly all actives have a fitted effect of over 55% in size
B2AR arrestin: agonists driving beta-arrestin recruitment to human beta2-adrenergic receptor; P07550; beta-arrestin recruitment to beta2AR, cell-based reporter; Potency, µM (top dose mostly 46.1 µM), inactives show at the top dose activation, actives largely listed as activators; 0.02% of 330,000 active; AID 492947;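 also: potency is read from the fitted curve at half-maximal effect; 0% = DMSO controls and full agonism = EC100 isoproterenol or metaproterenol; nearly all actives have a fitted effect of over 65% in size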
Target sequence (P07550 whole entry, looked up): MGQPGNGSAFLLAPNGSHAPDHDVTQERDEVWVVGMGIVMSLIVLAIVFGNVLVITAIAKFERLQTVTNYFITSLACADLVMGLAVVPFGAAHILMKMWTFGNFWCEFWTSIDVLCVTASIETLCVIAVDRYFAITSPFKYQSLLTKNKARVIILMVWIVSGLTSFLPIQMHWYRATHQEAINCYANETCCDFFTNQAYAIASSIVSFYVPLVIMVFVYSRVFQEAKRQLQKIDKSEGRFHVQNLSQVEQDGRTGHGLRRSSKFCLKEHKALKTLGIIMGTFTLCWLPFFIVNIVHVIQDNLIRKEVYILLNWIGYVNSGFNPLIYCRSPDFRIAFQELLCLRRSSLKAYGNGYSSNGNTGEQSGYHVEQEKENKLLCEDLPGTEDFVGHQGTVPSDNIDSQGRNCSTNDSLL
TSG101-PTAP inh: blocks PTAP/TSG101 interaction to inhibit HIV-1 budding | Q99816 | Fluorescence polarization, FITC-PTAP peptide / Tsg101 binding | Potency, µM (top dose mostly 115 µM), inactives show at the highest dose activity change, negative = inhibition, usual class: inhibitors | AID 493005 | 340,000 tested, under 10 active; active = well fitted inhibition curve with a large enough effect in the main read-out, with a control signal flat, not every such curve was filed as active; inconclusive = small, poorly fitted or top-dose-only effect, or effect the other way, or a change in a side signal; inactive = no such curve, though single readings can be large or run the other way; also: potency is read from the fitted curve at half-maximal effect; % of control where 0% means no effect
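FP read-out: FITC-PTAP peptide, 50 nM final, binding Tsg101 binding domain, 10 uM final; 20 min, r.t.; 10 mM HEPES pH 7.5, 0.15 M NaCl, 0.01% Tween 20, 3 mM EDTA, 0.1 mM TCEP.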
Numbers without * were called inactive; ? = inconclusive; · = not tested or not shown; [ ] = remark or other dose. Unless noted, calls follow the shape of the dose curve; as a rule, active = well fitted curve in the direction sought with a large enough effect; inconclusive = small, poorly fitted or top-dose-only effect, or another doubt; inactive = no such curve, though single readings can be large; an effect the other way counts as inactive or inconclusive.

Below each SMILES: TCR activator | Tb PFK inh | TSHR antagonist | ELG1 repair inh | Chronic BCR inh | USP2a block | Mito fusion act | Eya2 inh | uPA surface inh | B2AR arrestin | TSG101-PTAP inh
1. Cc1ccc2nc(CCc3ccc(N)cc3)[nH]c2c1
  · | -2% | 45 | ? | -7% | 0% | -2% | 8% | -3% | 0.0% | -4%
2. Cn1nc(C(F)(F)F)c(/C=N/OCc2c(Cl)cccc2Cl)c1Cl
  -3% | 0% | -5 | 15% | 17% | 0% | -2% | ? | 4% | -0.4% | 1%
3. COc1ccccc1C(=O)/C=C/c1ccc(N2CCCCC2)c([N+](=O)[O-])c1
  0%[46.1 µM] | 2% | -38 | ? | ? | -11% | 4% | -15% | ? | -0.2% | -3%
4. O=C(CNc1cccc(S(=O)(=O)N2CCOCC2)c1)Nc1ccccc1F
  -4% | 0% | -12 | 0% | -6% | 4% | 1% | -10% | -2% | 0.1% | -1%
5. C#CCOCCOCCOCCNc1nc(N2CCN(C(=O)[C@H]([C@@H](C)CC)n3cc([C@@H](N)CO)nn3)CC2)nc(N2CCN(C(=O)[C@H](Cc3ccc(O)cc3)n3cc([C@@H](N)CC(C)C)nn3)CC2)n1
  -8% | -7% | 3 | -15% | 5% | 2% | -2% | 3% | 9% | 0.3% | -7%
6. CCc1nnc(NC(=O)CSc2nc3c(c(=O)n2CC)SC(C)C3)s1 (configuration not stated)
  5% | -6% | -4 | ? | ? | 0% | 1% | 11% | -1% | 0.1% | -2%
7. CCOc1ccc(CN(C)C(=O)c2cc(S(=O)(=O)N3CCCC3)ccc2C)cc1
  -2% | 5% | -1 | -24% | -3% | -1% | -1% | 5% | -22% | 0.2% | 0%
8. COc1ccccc1C(=O)Nc1ccccc1SC
  3% | -14% | 5 | 11% | -13% | 3% | 7% | -33% | · | -0.2% | -9%
9. O=C(NC1CCCC1)c1ccc(CS(=O)(=O)Cc2ccccc2Cl)o1
  3% | -5% | 34 | -5% | 8% | 0% | -10% | 4% | 3% | 0.4% | -7%
10. COc1ccc(OC)c(Cc2nnc(CCC(=O)NC(C3CC3)C3CC3)o2)c1
  2% | 9% | -7 | 1% | 1% | -2% | 0% | -1% | -3% | -0.1% | 1%
11. Cc1cc(NC(=O)CSc2nnc(-c3ccco3)n2Cc2ccco2)no1
  -11% | 0% | 9 | -11% | -1% | 1% | 0% | 1% | · | -0.2% | -3%
12. CC1(NC(=O)CCc2nc3sc4c(c3c(=O)[nH]2)CCCC4)CCS(=O)(=O)C1 (configuration not stated)
  -3% | ? | 11 | ? | -3% | 2% | -2% | 14% | -4% | -0.4% | -7%
13. O=C(O)c1ccc(NC(=O)c2ccccc2Br)c(NC(=O)c2ccccc2Br)c1
  · | -1% | 22 | -3% | 4% | 1% | -1% | -9% | 18% | 0.1% | -2%
14. CCN(CC)c1cc(Cl)nc(N)n1
  -1% | -12% | 18 | 1% | -6% | 0% | -7% | 2% | -4% | 0.2% | 0%
15. C[C@H]1O[C@@H](O[C@H]2CC[C@@]3(C)C(CC[C@]4(C)C3C=CC3=C5CC(C)(C)CC[C@]5(CO)[C@H](O)C[C@]34C)[C@]2(C)CO)[C@H](O)[C@@H](O[C@@H]2O[C@H](CO)[C@@H](O)[C@H](O)[C@H]2O)[C@H]1O (some centres not stated)
  -29% | 6% | -10 | 14% | 0% | 4% | · | -2% | 5% | -1.1% | -4%
16. Cc1ccc(NC(=O)CCN2CCC(C)CC2)cc1
  3% | 0% | -2 | -3% | 2% | 1% | -1% | 7% | 2% | 0.1% | -4%
17. O=C(c1ccccc1Cl)N(Cc1ccc(Cl)c(Cl)c1)N1C(=O)CCCC1=O
  0% | -2% | 0 | 5% | -10% | -6% | 2% | 8% | -7% | -0.8% | -2%
18. Cc1[nH]c2ccccc2c1C(=O)CSC(=S)N1CCOCC1
  -2% | 2% | -6 | ? | -11% | 0% | -14% | 11% | -20% | 0.2% | 1%
19. CCCNc1ncnc2sc(C)c(C)c12
  0% | -8% | -8 | -10% | -4% | 1% | -6% | -44% | -8% | 0.1% | -5%
20. CCCCC(C)n1[nH]c(=O)c2c(C)cc(C)nc21 (configuration not stated)
  -2% | 2% | -1 | ? | -3% | 4% | -9% | -1% | -3% | 0.4% | 0%
21. CC(C)NS(=O)(=O)c1ccc(NC(=O)C(C)OC(=O)C2CCC2)cc1 (configuration not stated)
  50% | 1% | 11 | ? | -2% | 0% | -2% | -2% | -4% | 0.0% | -6%
22. O=C(O)c1ccc(NS(=O)(=O)c2ccc3c(c2)OCCO3)cc1
  2% | -4% | 4 | 1% | -11% | 1% | 1% | 28% | 4% | 0.1% | 2%
23. O=Cc1cn(CC(=O)NCC2CCCO2)c2ccccc12 (configuration not stated)
  0%[46.1 µM] | 0% | 2 | 15% | -7% | -2% | -2% | 2% | 5% | 0.0% | 1%
24. Oc1ccccc1-c1n[nH]c(=S)n1Cc1ccccc1
  -4% | -6% | -2 | -5% | ? | 1% | -15% | -2% | 7% | 0.1% | -1%
25. NS(=O)(=O)c1ccc(CNC(=O)c2ccc3c(c2)OCO3)cc1
  · | -5% | -5 | 0% | -1% | -2% | · | 4% | -8% | 0.3% | -4%
26. CCCCCn1c(=O)[nH]c2cc(C(=O)NCCCN(CC)CC)ccc2c1=O
  · | -3% | 4 | -7% | 5% | 0% | 0% | 9% | -8% | -0.4% | -10%
27. COc1cccc(-c2cc(CC3(O)CCN(CCCc4ccccc4)CC3)on2)c1
  -5% | 1% | 17 | -18% | -1% | -10% | -2% | 9% | -14% | -1.3% | -5%
28. COc1ccc(-c2cnnn2-c2ccc(NC(=O)c3ccc(S(=O)(=O)N4CCCCC4)cc3)cc2)cc1OC
  0%[46.1 µM] | 1% | -7 | ? | ? | -8% | -1% | -1% | ? | -0.4% | -2%
29. CN(C)CCCN(C(=O)c1ccc(Br)s1)c1nc2cc3c(cc2s1)OCO3
  1% | -3% | -6 | ? | 2% | -2% | 7% | 16% | -3% | -0.1% | -5%
30. CNC(=O)c1c(Cl)cnn1-c1ccccc1
  2% | 2% | 7 | 4% | ? | 2% | 3% | -12% | 1% | -0.2% | -2%
31. CCOc1nc(C)cc(COC)c1C(N)=O
  3% | 0% | 14 | -5% | -11% | 2% | 7% | -2% | 7% | -0.3% | -2%
32. CCN(CC(=O)NCc1cccs1)C(=O)Cc1ccc(Cl)c(Cl)c1
  -1% | 0% | 29 | 0% | -3% | 1% | · | 4% | -1% | -1.9% | -1%

Record cards, as listed above. Order of screens: TCR activator, Tb PFK inh, TSHR antagonist, ELG1 repair inh, Chronic BCR inh, USP2a block, Mito fusion act, Eya2 inh, uPA surface inh, B2AR arrestin, TSG101-PTAP inh
O=C(O)c1ccc(NC(=O)c2ccccc2Br)c(NC(=O)c2ccccc2Br)c1 across the screens: ·, -1%, 22, -3%, 4%, 1%, -1%, -9%, 18%, 0.1%, -2%
CCOc1nc(C)cc(COC)c1C(N)=O across the screens: 3%, 0%, 14, -5%, -11%, 2%, 7%, -2%, 7%, -0.3%, -2%
CCOc1ccc(CN(C)C(=O)c2cc(S(=O)(=O)N3CCCC3)ccc2C)cc1 across the screens: -2%, 5%, -1, -24%, -3%, -1%, -1%, 5%, -22%, 0.2%, 0%
Cn1nc(C(F)(F)F)c(/C=N/OCc2c(Cl)cccc2Cl)c1Cl across the screens: -3%, 0%, -5, 15%, 17%, 0%, -2%, ?, 4%, -0.4%, 1%
